Bioassay records: PubChem, several laboratories
STAT1 act – activators of IFN-gamma induced STAT1 signaling | AID 932 | activation (% of control), % at 5.5 µM | NIH 3T3 STAT1-luciferase reporter, luminescence; 100% = IFN-gamma alone, no compound | 2.6% of 200,000 active;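 active = activation above the screen-wide mean activation plus 3 SD, cut at about 130% in these data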;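 note: raw ratio to IFN-gamma control signal so 100% means no change and 0% no light; values of inactives mirror those of a sister screen read the other way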
APP transl inh – APP translation inhibition. SH-SY5Y APP 5'UTR-luciferase reporter, luminescence. inhibition, % at 2 µM. 0.82% of 190,000 active. AID 1285;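 active = inhibition above a set limit, derived from the sample mean plus 3 SD, cut at about 45% in these data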; note: values of inactives mirror those of a sister screen read the other way
STAT1 inh – STAT1 signaling inhibition | 0.35% of 200,000 active | NIH 3T3 STAT1-luciferase reporter, IFN-gamma, luminescence | inhibition, % at 5.5 µM;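 active = inhibition above a set limit, the mean inhibition across all tested compounds plus 3 SD, cut at about 34% in these data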;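 note: 0% = IFN-gamma with DMSO and 100% = IFN-gamma with 300 µM nifuroxazide; values of inactives mirror those of a sister screen read the other way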
STAT3 act – activators of IL-6 induced STAT3 signaling | U3A cells, IL-6 STAT3-luciferase reporter, luminescence; 100% = signal with IL-6 EC80 alone | activation (% of control), % at 5.6 µM | 0.91% of 190,000 active;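 active = activation above the screen-wide mean of compound activation plus 3 SD, cut at about 130% in these data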;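 note: 0% = background luminescence of wells with medium and substrate only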
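Test system: Human STAT1-deficient U3A cells with stable STAT3-luciferase reporter | Also added: Interleukin-6, 33 ng/mL | Timing: Compound pre-incubation 1 h before IL-6, then 6 h stimulation at 37 °C | Technique: Luciferase reporter luminescence | Read-out: Percent of IL-6-only median luminescence | Benchmarks: IL-6-only wells as 100% reference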
RAM inhibit – inhibitors of the yeast RAM network | S. cerevisiae dse1pr::URA3 reporter, 5-FOA growth OD615, 2 d; analog-sensitive cbk1-as2 kinase mutant strain | inhibition, % at 50 µM | 1.8% of 190,000 active;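 active = inhibition above a set limit, 3 SD over mean compound inhibition, cut at about 8.4% in these data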;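 note: 0% = DMSO-only wells with no growth and 100% = 10 µM 1-NA-PP1 full growth; inhibition rescues growth on 5-FOA so higher OD means more RAM inhibition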
FLuc inh counter – inhibits firefly luciferase, flagging false hits in luciferase inhibition screens; P08659; ATPLite firefly luciferase biochemical luminescence, 10 min; inhibition, % at 10 µM; 1.5% of 200,000 active;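 active = inhibition above about 50% when tested at 10 µM, limit read from the data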
Target sequence (P08659 whole entry, looked up): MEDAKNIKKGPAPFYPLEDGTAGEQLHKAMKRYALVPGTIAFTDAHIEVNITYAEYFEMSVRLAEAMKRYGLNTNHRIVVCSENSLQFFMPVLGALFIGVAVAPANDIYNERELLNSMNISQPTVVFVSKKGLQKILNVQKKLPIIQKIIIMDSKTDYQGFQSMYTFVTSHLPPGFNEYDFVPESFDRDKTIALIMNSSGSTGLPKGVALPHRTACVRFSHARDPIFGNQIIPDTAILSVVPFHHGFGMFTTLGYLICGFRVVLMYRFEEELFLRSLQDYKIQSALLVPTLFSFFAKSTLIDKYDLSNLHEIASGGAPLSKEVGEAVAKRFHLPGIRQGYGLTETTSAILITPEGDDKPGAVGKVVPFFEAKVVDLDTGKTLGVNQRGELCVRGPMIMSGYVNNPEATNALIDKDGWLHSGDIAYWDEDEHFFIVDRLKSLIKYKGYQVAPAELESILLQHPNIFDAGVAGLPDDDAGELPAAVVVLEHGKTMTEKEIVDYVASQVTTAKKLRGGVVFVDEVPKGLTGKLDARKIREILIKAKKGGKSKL
STAT3 blocker – inhibitors of IL-6 induced STAT3 signaling | U3A cells, IL-6 STAT3-luciferase reporter, luminescence; host cell line lacks STAT1 | inhibition, % at 5.5 µM | 0.89% of 190,000 active | AID 862;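 active = inhibition above the mean inhibition across all screened compounds plus 3 SD, cut at about 44% in these data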;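 note: 0% = DMSO only wells and 100% = 100 µM nifuroxazide control wells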
NF-kB neuron act – raises NF-kB expression in human neuronal cells; 1.6% of 190,000 active; NF-kB reporter expression; stronger effect = higher value; fold change at 12.5 µM; AID 1239; in the data active = fold change above about 3.3
Hsp70 act – transcriptional activators of Hsp70; HeLa Hsp70 promoter luciferase reporter, luminescence; scaled: vehicle 0, proteasome-inhibitor control 100%; activation, % at 10 µM; 0.04% of 200,000 active;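 active = activation above the mean across all tested compounds plus 3 SD, cutoff set per campaign, cut at about 5.5% in these data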;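 note: 100% = MG132 at 30 µM as the positive control and 0% = DMSO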
APP 5'UTR act – activates APP 5'UTR luciferase reporter. SH-SY5Y APP 5'UTR luciferase reporter, luminescence; zero percent = DMSO vehicle wells. activation, % at 2 µM. 1% of 190,000 active;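 active = activation above a set limit, based on mean plus 3 SD of controls, cut at about 140% in these data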; note: values of inactives mirror those of a sister screen read the other way
Starred values were filed as active, the others as inactive; x = no result given. The order is random; 7.7% or so of the library scored in one or more.

Values run as follows: STAT1 act	APP transl inh	STAT1 inh	STAT3 act	RAM inhibit	FLuc inh counter	STAT3 blocker	NF-kB neuron act	Hsp70 act	APP 5'UTR act
- CCCCOC(=O)CCc1n[nH]c(=O)[nH]c1=O
    116	-12	-18	106	0.3	-6	-5	0.96	-0.1	12
- CC(C)OCCCN(CC(O)c1ccccc1)CC(O)c1ccccc1 (stereo unspecified)
    100	2	0	96	-0.6	-1	8	1.1	-0.2	-2
- CCCOc1ccc(/C(O)=C2/C(=O)C(=O)N(CCOC)C2c2cccnc2)cc1 (stereo unspecified)
    101	-6	-1	105	-0.1	-7	1	1.1	-0.2	6
- Cc1ccc(CC(CC(=O)NCCc2ccc3c(c2)OCO3)C(=O)O)cc1 (stereo unspecified)
    102	x	-3	97	1.3	-4	4	1.1	-0.4	x
- CCCCOc1ccc(C(=O)Nc2ccncc2)cc1
    84	-19	18	36	-0.4	2	79*	1	0.2	19
- O=S1(=O)CCN(OCc2ccc(F)cc2Cl)CC1
    104	-15	-6	97	0.7	-4	6	1.3	0.1	15
- Cc1cccc(OCCCC(=O)Nc2ccc(S(=O)(=O)Nc3onc(C)c3C)cc2)c1
    105	0	-5	96	4.6	-4	6	1.1	-0.3	0
- CCOC(=O)C1(CC2CC2)CCN(Cc2cn[nH]c2-c2cccc(F)c2)CC1
    92	-6	7	101	3.1	-9	4	x	-0.1	6
- CCN1CCN(CC(=O)c2cc(Cl)ccc2Cl)CC1
    94	11	5	94	0.8	-4	9	1.3	-0.4	-11
- O=C(NNC(=O)c1cc(-c2ccc(Cl)cc2Cl)nc2ccccc12)Nc1ccccc1
    102	0	-3	105	3.5	4	1	0.92	-0.2	0

The last 2 entries of the part before are carried over, then new ones follow.
Values run as follows: STAT1 act	APP transl inh	STAT1 inh	STAT3 act	RAM inhibit	FLuc inh counter	STAT3 blocker	NF-kB neuron act	Hsp70 act	APP 5'UTR act
- CCN1CCN(CC(=O)c2cc(Cl)ccc2Cl)CC1
    94	11	5	94	0.8	-4	9	1.3	-0.4	-11
- O=C(NNC(=O)c1cc(-c2ccc(Cl)cc2Cl)nc2ccccc12)Nc1ccccc1
    102	0	-3	105	3.5	4	1	0.92	-0.2	0
- CCS(=O)(=O)NCc1cn2c(C)csc2n1
    108	-2	-8	102	-0.1	-7	4	1.5	0.2	2
- Cc1cc(C)n2nc(C(=O)Nc3ccc(S(=O)(=O)N4CCCCC4)cc3)nc2n1
    101	10	-1	100	1.6	-4	1	1	-0.3	-9
- CCN(CC(=O)Nc1ccc2c(c1)OCCO2)Cc1cc(=O)oc2c(C)c(C)ccc12
    92	-17	9	91	0.5	2	20	1	-0.6	17
- COC(=O)CSc1nnc(-c2ccc(S(=O)(=O)N3CCC(C)CC3)cc2)o1
    74	-6	28	101	1.3	-7	4	1	-0.1	6
- CCC(C(=O)OCC(=O)Nc1cccc(S(=O)(=O)NC2=NCCCCC2)c1)c1ccccc1 (stereo unspecified)
    93	-4	6	99	-0.7	3	6	0.89	0.0	4
- O=C(/C=C/Sc1ncn[nH]1)c1ccc(Cl)cc1
    85	24	17	95	1.0	48	12	0.16	27*	-24
- COc1ccc2c(c1)nc(SCC(=O)C(C)(C)C)n2C
    103	-2	-3	97	1.1	1	8	1.6	-0.2	2
- O=C(Oc1cccc(-n2cnnn2)c1)c1ccccc1
    105	-7	-4	107	-0.5	-6	-6	1.2	0.0	7
- COCCCNC(=O)CC(NS(=O)(=O)c1ccc(C)cc1)c1ccc(OC)cc1 (stereo unspecified)
    102	-10	-2	96	-0.8	-2	10	1.1	-0.2	10
- CC(=O)c1ccc(S(=O)(=O)N2CCCC2)cc1
    124	-18	-26	108	-0.5	4	-3	1.7	0.2	18
- CC(C)(C)c1cc(NC(=O)c2cc(F)c(F)c(F)c2F)no1
    100	14	-1	105	1.7	-4	1	1.4	-0.4	-14
- O=C(Cn1c(=O)c2c(ncn2Cc2ccccc2)n(Cc2ccccc2)c1=O)NC1CC1
    101	-8	-1	104	0.5	-9	2	1	-0.3	8
- O=C1C(Cl)=C(NCC2CCCO2)C(=O)N1c1ccccc1 (stereo unspecified)
    105	1	-6	93	2.0	2	13	1.1	-0.5	-1
- Cc1ccc(Cc2c[nH]c(=S)s2)cc1
    99	6	-1	99	0.0	-5	3	1.4	-0.2	-6
- O=C(CSc1nnc(Cc2cccs2)n1Cc1ccco1)Nc1ccc(Cl)cc1Cl
    105	0	-5	107	4.0	-4	-3	0.55	-0.2	0
- COC(=O)CSCC(=O)Nc1cc2c(cc1C(C)=O)OCO2
    92	-17	8	96	1.4	-2	6	1.3	-0.1	17
- NC(=S)Nc1ncc(C(F)(F)F)cc1Cl
    92	-9	5	84	-0.1	-4	24	0.99	-0.1	9
- CCOC(=O)C(Cc1ccccc1)NS(=O)(=O)c1ccc(NC(C)=O)cc1 (stereo unspecified)
    98	1	2	92	0.3	-6	13	0.93	0.0	-1
- O=C(Nc1nc(-c2ccc(Cl)cc2)cs1)C1CCCO1 (stereo unspecified)
    131*	-36	-33	92	0.0	1	16	2.5	-0.1	36
- O=C(COc1cnc2ccccc2n1)NCCC1=CCCCC1
    99	8	1	100	0.5	-7	4	1.1	0.1	-8

In the list so far, 2 have an aryl methoxy group:
Values run as follows: STAT1 act	APP transl inh	STAT1 inh	STAT3 act	RAM inhibit	FLuc inh counter	STAT3 blocker	NF-kB neuron act	Hsp70 act	APP 5'UTR act
- COc1ccc2c(c1)nc(SCC(=O)C(C)(C)C)n2C
    103	-2	-3	97	1.1	1	8	1.6	-0.2	2
- COCCCNC(=O)CC(NS(=O)(=O)c1ccc(C)cc1)c1ccc(OC)cc1 (stereo unspecified)
    102	-10	-2	96	-0.8	-2	10	1.1	-0.2	10

More results follow:
Values run as follows: STAT1 act	APP transl inh	STAT1 inh	STAT3 act	RAM inhibit	FLuc inh counter	STAT3 blocker	NF-kB neuron act	Hsp70 act	APP 5'UTR act
- O=C(CCCCO)CCCCCCCC[C@H]1N[C@H](CO)[C@H](O)[C@@H]1O[C@@H]1O[C@H](CO)[C@@H](O)[C@H](O)[C@H]1O
    114	11	-15	99	0.4	-7	-1	1.2	-0.1	-11
- COc1cc(/C=N\NC(=O)c2ccc(Cn3cc(Br)c([N+](=O)[O-])n3)o2)cc(OC)c1O
    103	-9	-4	110	5.0	-3	-14	0.86	-0.2	9
- CC(NC(=O)c1ccco1)C1COc2ccccc2O1 (stereo unspecified)
    104	8	-5	106	-0.4	-6	-3	0.99	0.4	-9
- O=C(O)C1CCC(Cn2c(SCc3cc(=O)n4ccccc4n3)nc3ccsc3c2=O)CC1 (stereo unspecified)
    93	-16	6	102	3.9	-1	4	1.2	-0.2	16
- CCOC(=O)c1c(NC(=O)OC)sc(C(=O)N(C)C)c1C
    99	-4	3	104	-1.2	2	-4	1	-0.3	4
- Cc1ccc(S(=O)(=O)Nc2ccc3c(c2)CCC3)cc1C
    89	4	12	93	3.3	2	11	1.1	-0.3	-4
- OC(CNC1CCCCC1)CNC1CCCCC1
    104	-8	-5	103	0.0	-10	9	1.3	-0.1	8
- COc1ccc2nc(N3C(=O)/C(=C/c4ccccc4)NC3=S)sc2c1
    103	-12	-4	98	7.5	12	5	1.1	-0.5	12
- C1CN(CC23CC4CC(CC(C4)C2)C3)CCO1
    109	-10	-7	98	0.9	-3	4	1.1	0.3	10
- O=C(OCCN1CCCCC1)c1ccc(O)cc1
    104	7	-5	99	0.9	-1	1	1.3	-0.5	-7

The list goes on:
| Compound | STAT1 act | APP transl inh | STAT1 inh | STAT3 act | RAM inhibit | FLuc inh counter | STAT3 blocker | NF-kB neuron act | Hsp70 act | APP 5'UTR act |
| --- | --- | --- | --- | --- | --- | --- | --- | --- | --- | --- |
| O=C(c1ccccc1S(=O)(=O)NCc1ccccc1)N1CCCC1 | x | -10 | x | x | -0.5 | 2 | x | 1 | x | 10 |
| Cc1ccc(N(C(=O)c2sc(C)nc2C)C(C(=O)NC(C)(C)C)c2ccncc2)cc1 (stereo unspecified) | 99 | -11 | -1 | 98 | -1.1 | -4 | 6 | 1.3 | -0.4 | 11 |
| COC(=O)C1=C(C)NC(=O)NC1c1ccc(OCC(=O)N2CCCCC2)cc1 (stereo unspecified) | 97 | 2 | 4 | 98 | 0.5 | -6 | 11 | 1 | 0.2 | -2 |
| Cc1ccc(C)c(N=Cc2ccc(-c3ccc([N+](=O)[O-])cc3)o2)c1 | 96 | 0 | 3 | 108 | 1.9 | -9 | -9 | 1.4 | -0.1 | 0 |
| CCn1c(=O)cc(SCC(=O)Nc2cccc(SC)c2)c2ccccc21 | 102 | -12 | -3 | 80 | 6.1 | 1 | 28 | 0.99 | 0.0 | 12 |
| O=C(CSc1nncs1)NCc1ccc(F)cc1 | 104 | -24 | -7 | 100 | -1.0 | -4 | 1 | 1 | -0.3 | 24 |
| O=S(=O)(Nc1ccc(O)c(CN2CCCCC2)c1)c1ccccc1 | 101 | -4 | -1 | 99 | 0.7 | -4 | 5 | 0.98 | -0.1 | 4 |
| COc1ccc(OCc2nnc(SCC(=O)c3c(N)n(C)c(=O)n(C)c3=O)n2-c2ccccc2F)cc1 | 103 | 11 | -4 | 100 | 11* | -1 | 7 | 1.1 | 0.0 | -11 |
| CCCCCCNCCn1cnc2c(N)ncnc21 | 103 | 16 | -3 | 103 | -0.1 | -4 | -1 | 1.1 | -0.2 | -16 |
| Cc1c(N2C(=O)c3ccc(F)cc3C2=O)c(=O)n(-c2ccccc2)n1C | 104 | 5 | -5 | 107 | 1.4 | -2 | -5 | 0.99 | -0.3 | -5 |
| Cc1nc2ccc(F)cc2cc1C(=O)NCc1ccco1 | 109 | 0 | -10 | 97 | 1.5 | -4 | 7 | 1.1 | -0.3 | 0 |
| CCCCOC(=O)Nc1cccc(C(=O)OCC)c1 | 102 | -91 | -2 | 106 | 5.3 | 2 | -2 | 1.5 | 0.0 | 91 |
| CC(=N\Nc1ccc(Cl)cc1)/C(=N/O)C(=O)Nc1ccccc1 | 101 | -9 | -1 | 106 | -1.2 | -6 | -7 | 0.88 | -0.3 | 9 |
| CCOc1cccc(NC(=O)C2CCCN(S(=O)(=O)c3ccc(OC)cc3)C2)c1 (stereo unspecified) | 88 | 22 | 14 | 102 | 0.9 | -3 | 4 | 0.8 | -0.3 | -22 |
| COC(=O)COc1cc(Cl)c(C=O)cc1OC | 103 | 3 | -5 | 98 | 1.4 | -4 | 6 | 1.1 | -0.2 | -3 |
| CC(=O)Nc1cc(C(=O)N2CCOCC2)ccc1S(=O)(=O)c1ccc(C)cc1 | 96 | 0 | 4 | 101 | -0.4 | -4 | 7 | 1.1 | -0.1 | 0 |
| CCC1CCCCN1CCCNC(=O)CCCNC(=O)Cn1cnc2sc3c(c2c1=O)CCCC3 (stereo unspecified) | 101 | -1 | -3 | 107 | -0.4 | -6 | -3 | 1.2 | -0.1 | 1 |
| O=C(N/N=C/c1ccc(Cl)c([N+](=O)[O-])c1)c1cc(-c2ccccc2)nc2ccccc12 | 104 | 3 | -5 | 104 | 4.8 | -5 | 8 | 0.76 | -0.3 | -3 |
